# Tn6 DDE FP: inhibitors of Tn6 peptide binding to human fibrin DD(E); P02675; Fibrin DD(E) TRITC-Tn6 fluorescence polarization displacement; inhibition, % at 8.3 µM; 370,000 tested, 0.21% active; AID 720509;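 active = inhibition above a per-campaign cutoff: mean of compounds within control limits plus 3 SD, cut at about 15% in these data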;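 note: 0% = median of all compound wells on the plate and 100% = blocking peptide control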
# UHRF1 binding: blocks human UHRF1 binding to methylated DNA; 370,000 tested, 0.75% active; UHRF1 binding to methylated oligo, TR-FRET; inhibition, % at 4.4 µM; in the data active = inhibition above about 21%;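 note: UHRF1 SRA domain binding a hemimethylated CpG hairpin DNA probe; 0% = median of test compound wells and 100% = reference inhibitor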
# PLCb3 inh: inhibitors of human phospholipase C beta3 | Q01970 | Purified PLC-beta3, fluorogenic substrate, fluorescence | inhibition, % at 12.2 µM | 370,000 tested, 0.18% active | AID 720704; in the data active = inhibition above about 11%;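 note: 0% = median of compound wells on plate and 100% = full blocker control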
# MBD2 inh: MBD2-methylated oligo binding inhibition; TR-FRET, MBD2 binding to methylated oligonucleotide; inhibition, % at 4.4 µM; 370,000 tested, 0.31% active; AID 686964; in the data active = inhibition above about 13%
# DDE Tn7 FP inh: disrupts Tn7 cyclic peptide binding to fibrin D-Dimer-E complex; 370,000 tested, 0.13% active; FP displacement of FITC-Tn7 peptide from fibrin DD(E); 0% = median of compound wells per plate; inhibition, % at 8.3 µM; AID 720508; P02675;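 active = inhibition above the mean of compounds falling within the control limits plus 3 SD of them, cut at about 14% in these data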;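 note: 0% = plate median of compound wells and 100% = 10 µM Aha-Tn7 peptide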
#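 Assay system: human fibrin DD(E) protein / Input: 2 µM fibrin DD(E) / Benchmarks: high control of 10 µM Aha-Tn7 peptide / Measured by: fluorescence polarization of the labelled Tn7 tracer / Medium: Tris buffer with calcium and detergent, pH 7.8 / Timing: 10 min compound pre-incubation, 3 h probe incubation at room temperature / Repeats: one replicate per compound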
# proKLK7 act: proKLK7 (human) activation, primary screen. P49862. purified proKLK7, EDANS-DABCYL substrate fluorescence; 100% is mature enzyme control, 0% vehicle. activation, % at 7 µM. 370,000 tested, 0.9% active. AID 652039;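 active = activation above the mean of all tested compounds plus 3 SD, computed per campaign excluding outliers beyond control limits, cut at about 13% in these data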
# ASAP1 inh: ASAP1 ArfGAP inhibition; inhibition, % at 16.5 µM; 360,000 tested, 0.19% active; ASAP1-stimulated ARF1 GTP hydrolysis, GDP FP detection; Q9ULH1; in the data active = inhibition above about 25%;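 note: 0% = vehicle with enzyme and substrate and 100% = no enzyme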
# Target sequence (Q9ULH1 325-724 limits assumed): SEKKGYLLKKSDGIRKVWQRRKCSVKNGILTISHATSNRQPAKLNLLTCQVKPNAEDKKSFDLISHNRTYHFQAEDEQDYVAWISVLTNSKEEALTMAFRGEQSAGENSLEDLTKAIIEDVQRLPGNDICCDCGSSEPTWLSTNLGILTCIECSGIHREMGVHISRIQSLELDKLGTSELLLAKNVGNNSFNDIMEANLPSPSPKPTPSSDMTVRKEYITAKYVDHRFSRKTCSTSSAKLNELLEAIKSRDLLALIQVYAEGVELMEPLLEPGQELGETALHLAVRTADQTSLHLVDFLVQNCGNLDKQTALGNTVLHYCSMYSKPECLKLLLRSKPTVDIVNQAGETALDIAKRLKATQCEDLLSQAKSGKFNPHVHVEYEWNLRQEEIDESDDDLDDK
# PLCg1 inh: PLC-gamma1 (human) inhibition, primary screen; purified PLC-gamma1, fluorogenic substrate, fluorescence; P19174; inhibition, % at 12.2 µM; AID 720700; 370,000 tested, 0.84% active; in the data active = inhibition above about 9.5%
# ARFGAP1 inh: inhibits rat ARF GTPase activating protein 1. Q62848. Arfgap1-stimulated ARF1 GTP hydrolysis, GDP FP detection. inhibition, % at 16.5 µM. 360,000 tested, 0.26% active. AID 651572;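 active = inhibition above a per-plate limit, mean inhibition of low control wells plus 3 SD, cut at about 25% in these data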;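 note: 0% = DMSO wells with enzyme and 100% = wells lacking Arfgap1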
#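 Material – truncated rat Arfgap1 GAP domain · Buffer or medium – HEPES-based buffer, pH 7.5 · Reagent – human ARF1(Δ1-17)-GTP substrate · Dosing – 16.5 µM single point, 1.26% DMSO · Schedule – GTP hydrolysis reaction 2 h at 25 °C · Technique – GDP detection by fluorescence polarization · Benchmarks – No-Arfgap1 wells (100%) versus DMSO full-reaction wells (0%) · Repeats – single replicate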
# ADAM17 inh: ADAM17 inhibition, QFRET primary screen; inhibition, % at 6.95 µM; 370,000 tested, 0.83% active; recombinant ADAM17, EDANS/DABCYL FRET peptide cleavage; P78536;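 active = inhibition above the mean of compounds lying between control limits plus 3 SD, set per campaign, cut at about 8.5% in these data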;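 note: 0% = DMSO-only wells as the low control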
# Target sequence (P78536 215-824 limits assumed): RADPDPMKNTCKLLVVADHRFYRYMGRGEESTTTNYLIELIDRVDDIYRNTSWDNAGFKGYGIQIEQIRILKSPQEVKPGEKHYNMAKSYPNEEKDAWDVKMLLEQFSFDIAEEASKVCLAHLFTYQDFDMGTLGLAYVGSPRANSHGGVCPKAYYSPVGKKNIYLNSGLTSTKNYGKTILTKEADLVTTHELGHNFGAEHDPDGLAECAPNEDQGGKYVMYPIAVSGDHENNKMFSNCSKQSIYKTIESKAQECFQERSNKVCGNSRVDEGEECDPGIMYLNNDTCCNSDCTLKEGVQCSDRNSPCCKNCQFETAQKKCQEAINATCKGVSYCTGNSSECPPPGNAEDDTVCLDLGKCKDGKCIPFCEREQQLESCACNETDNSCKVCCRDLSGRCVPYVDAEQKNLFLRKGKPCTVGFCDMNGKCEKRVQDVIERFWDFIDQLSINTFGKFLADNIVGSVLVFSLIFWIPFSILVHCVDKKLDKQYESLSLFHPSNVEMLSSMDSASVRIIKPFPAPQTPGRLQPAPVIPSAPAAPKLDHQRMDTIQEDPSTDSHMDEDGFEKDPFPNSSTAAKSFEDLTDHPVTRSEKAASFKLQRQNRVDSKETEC
# Active calls of the source: *; i = inactive; . = no result given.
SMILES,Tn6 DDE FP,UHRF1 binding,PLCb3 inh,MBD2 inh,DDE Tn7 FP inh,proKLK7 act,ASAP1 inh,PLCg1 inh,ARFGAP1 inh,ADAM17 inh
O=C(CSc1nc2c(sc3ccccc32)c(=O)n1CCCN1CCOCC1)NC1CCCC1,6,-2,2,0,1,0.4,1,-4,6,-2
COc1ccccc1COC(=O)CN1C(=O)NC2(CCCCC2C)C1=O (configuration not stated),9,-1,1,-4,-3,0.3,-15,1,-9,-2
c1cncc(-c2cnc3ccccc3c2)c1,5,-8,2,-8,3,1.2,-1,1,-10,-3
COc1ccc(S(=O)(=O)N2CCOCC2)cc1C(=O)Nc1cccc(C(=O)NC2CC2)c1,-2,0,-2,5,0,0.1,-7,0,2,-1
Cc1ccc2c(c1)-c1ccccc1S(=O)(=O)N2,-2,-2,-127,1,2,0.5,3,-92,5,-99
CN1CCN(C(=O)C2=C[C@H](C3CCCCC3)C[C@H](OCc3ccc(CO)cc3)O2)CC1,-2,0,1,-1,3,0.7,0,0,-6,-4
Cc1cc(CCN2CCC(=O)NC2=O)ccc1OC(C)C,-1,2,0,0,1,-0.4,4,1,-7,-4
C=CCN1C(=Nc2ccccc2)SC/C1=C\C(=O)OC,-1,1,0,-1,-4,-0.7,9,1,-8,-5
C/C(CC(=O)Nc1cccc2c1CCCC2)=N\NC(=O)COc1ccccc1,2,-3,0,2,-2,-0.6,-1,-2,-3,2
COc1cccc(N(CC(=O)NCc2ccccc2)C(=O)CCC(=O)Nc2nccs2)c1,4,-3,-3,4,-3,0.0,-16,0,-4,-2
CN(C)CCNS(=O)(=O)c1ccc2c3c(cccc13)C(=O)N2,8,-5,i,-3,6,155*,1,i,-2,-422
Cc1cc(N2CCCCC2)n2ncc(-c3ccccc3)c2n1,0,-3,-192,0,-6,3.3,24,-172,10,-10
CCOC(=O)CCCCCN(Cc1ccccc1)S(=O)(=O)c1ccc([N+](=O)[O-])cc1,5,-1,1,1,7,0.8,-5,0,-1,0
O=C(Nc1ccc(S(=O)(=O)NC2=NCCCCC2)cc1)c1cc(S(=O)(=O)N2CCOCC2)ccc1F,3,-1,-6,-1,2,-0.1,-1,-1,9,-3
O=C(NCCNC(=O)c1ccccn1)c1ccccc1,2,-1,-8,2,3,0.1,-10,-4,5,-3
CCOc1ccc(NC(=O)CCS(=O)(=O)c2cccc3nsnc23)cc1,-4,14,0,6,9,-0.2,1,0,9,-4
O=C(COC(=O)/C=C/c1ccc(Cl)cc1Cl)NCc1ccco1,4,-1,-11,-3,6,-0.1,1,-3,3,-5
COc1ccccc1N(C)S(=O)(=O)c1ccc(C(=O)Nc2cc(F)ccc2C)cc1,7,1,0,-5,3,-0.4,4,-2,-13,1
O=C(CSc1ccccc1)Nc1ccc2c(c1)OCCO2,-4,4,-9,-3,0,-0.5,-1,-3,-2,-1
COC(=O)C1=NN(C(=O)c2ccccc2)C(O)(c2ccc([N+](=O)[O-])cc2)C1 (configuration not stated),-1,-1,0,-6,0,-0.1,5,1,7,1
O=C(NC(=S)Nc1ccccc1Cl)c1cnn2c(C(F)(F)F)cc(C(F)(F)F)nc12,-3,-2,-5,-3,-1,-0.1,9,0,-8,0
COc1cc(OC)cc(-c2c(-c3cccs3)c3cc(-c4ccc5[nH]ccc5c4)ccc3n2C)c1,0,-1,-336,1,0,-17,17,-226,7,-44
CC(=O)c1c(C)[nH]c(C(=O)CSc2nnc3ccccn23)c1C,-5,-1,2,-1,-2,0.1,3,6,9,4
COc1cc(NC(=O)CCc2nnc3ccc(N4CCC5(CC4)OCCO5)nn23)cc(OC)c1,0,-2,-8,-1,5,0.4,-1,0,11,-3
Cc1cc(Br)cn2c(Cc3cccc(Cl)c3)c(-c3ccco3)nc12,1,15,-21,3,-2,-0.2,3,-11,-2,-5
COc1ccc(OC)c(NC(=O)CSc2nc(O)cc(=O)n2CC(C)C)c1,-6,0,-8,-5,5,-0.1,-4,-9,-4,9.3*
N#CC12COC3(CCCCC3C1(C#N)C#N)OC2=N (configuration not stated),7,5,-385,5,9,3.6,5,-265,3,-358
O=C(CN1C(=O)COc2ccc(Cl)cc21)Nc1nccs1,3,-2,4,-6,-7,0.7,5,0,0,-4
CC1(C(=O)NS(=O)(=O)c2cccc(C#N)c2)CCN1C(=O)CC1CC1 (configuration not stated),0,0,7,-4,1,0.7,-10,1,-5,-2
O=C(C(=O)N1CCN(C(=O)c2ccco2)CC1)c1c[nH]c2ccccc12,7,1,1,-3,-3,-0.1,-1,4,-2,2
COc1ccc(-c2cc(C(=O)N3CCCCC3)no2)cc1OC,-5,-3,-2,1,1,-0.3,-12,1,-16,3
CCc1ccccc1NC(=O)CC1S/C(=N\c2nccs2)N(CC)C1=O (configuration not stated),-5,-2,1,3,11,-0.4,-2,1,-9,-2
COCCCN1C(=O)c2ccc(C(=O)O)cc2C1=O,-2,4,4,-6,-4,-0.2,-12,3,-11,3
COc1ccc(CN=Cc2c(C(F)(F)F)[nH][nH]c2=O)cc1,0,-2,0,0,-6,-0.2,14,3,4,0
CCn1nc(C)c(CN2CCC(n3nccc3NC(=O)Cc3ccccc3)CC2)c1C,14,1,-8,3,6,-0.3,-8,-1,1,-6
COc1ccc(OC)c(CN2CCCCCC2)c1,1,1,-5,-2,-2,-0.3,8,0,-2,-5
CC(C)(C)c1ccc(CCC2OCC(C[N+]3(C)CCOCC3)O2)cc1 (configuration not stated),-1,-3,-2,-4,10,0.1,-9,0,-5,-3
COc1ccc(OC)c(NC(=O)CCNC(=O)c2ccco2)c1,5,-2,-5,-1,1,0.4,1,-2,19,-1
Cc1nnn(-c2nonc2N)c1C(=O)N/N=C/c1cccc2ccccc12,0,2,1,-2,7,-0.2,-5,-1,0,-5
O=C(OCc1cnc(Cl)s1)c1cccs1,3,0,1,-6,-3,-0.3,-7,1,12,-4
O=C1c2ccsc2SCCN1Cc1ccccc1,10,1,3,0,-6,0.0,-4,2,8,3
Cc1ccc(F)cc1NC(=S)NCCc1ccccc1,1,3,3,-3,-4,-0.4,5,11*,-1,5
CCCOc1ccc(C(CC(=O)O)NC(=O)C23CC4CC(CC(C4)C2)C3)cc1 (configuration not stated),-7,5,-7,4,0,-0.1,-1,-1,7,-7
O=C(NC1CCCC1)c1c(O)nc2sccn2c1=O,9,1,-7,4,5,0.2,4,1,-4,-2
COc1ccc2[nH]cc(CCN3C(=O)c4ccc(C(=O)O)cc4C3=O)c2c1,1,-1,-9,-1,0,0.8,6,-1,-2,1
Cc1nnc(SCC(=O)NCc2ccc(F)cc2)[nH]c1=O,3,0,-1,1,4,-0.2,4,0,-12,1
COc1ccc(CN2CCCC(CNC(=O)c3ccc(F)cc3)C2)c(F)c1 (configuration not stated),-2,0,0,-2,-2,0.0,9,-1,-7,-4
O=C(CN1CCN(c2ccccc2)CC1)c1c[nH]c2ccccc12,-5,-2,-6,1,-2,0.3,-4,0,-3,-3
CC(C)OCCCn1c(=O)c2ccccc2n2c(CCC(=O)N3CCN(c4ccccn4)CC3)nnc12,5,0,-1,0,-1,0.1,-1,0,1,-5
Cc1ccc(OCc2nnc(SCC(=O)Nc3cccc4ccccc34)n2-c2ccccc2)cc1,-2,0,0,-2,0,-0.3,13,1,2,4
# Following part:
SMILES,Tn6 DDE FP,UHRF1 binding,PLCb3 inh,MBD2 inh,DDE Tn7 FP inh,proKLK7 act,ASAP1 inh,PLCg1 inh,ARFGAP1 inh,ADAM17 inh
Cc1cc(C)c(S(=O)(=O)N2CCN(C(=O)N(C)C)CC2)c(C)c1,-3,0,4,-4,-8,0.0,7,2,6,0
O=C(COC(=O)CCSc1ccccc1Cl)Nc1ccc(F)cc1F,-4,0,3,-2,6,0.1,4,2,0,7
Cc1ccc(OCC(=O)NCCNC(=O)c2ccncc2)cc1C,2,17,-5,1,4,0.5,-1,1,-3,0
CSc1ncccc1C(=O)NC1CCCCCC1,-10,4,2,4,5,-0.9,7,4,9,7
O=C1CC(NS(=O)(=O)c2ccccc2F)CN1c1ccc2c(c1)OCCO2 (configuration not stated),1,-5,-6,2,-3,0.2,4,3,7,-3
CC(=O)c1cccc(CN(C)CC2CCCN(CCc3ccccc3C)C2)c1 (configuration not stated),3,1,-9,2,8,0.3,-9,1,-17,-4
COc1cccc(CNCc2cccnc2)c1OCc1ccccc1,-2,-2,-2,2,5,-0.1,0,0,7,2
COC(=O)c1c(NC(=O)CCCC(=O)O)sc2c1CCC2,6,0,-8,0,4,0.6,7,-7,-10,-14
CCOC(=O)CNC(=O)Cn1c(C)cc2ccccc2c1=O,-7,-5,-3,0,5,0.8,-2,-4,2,-14
c1ccc2c(C[n+]3csc4ccccc43)cccc2c1,-2,-16,-1,-8,-7,-0.2,-2,1,0,2
Cc1ccc2c(c1)-c1c(cnn1CC(=O)NCCc1cccc(F)c1)CO2,-3,-2,3,1,4,-0.2,.,1,.,3
CCCNC(=O)C1(C)CCCN(C/C=C/c2ccccc2)C1 (configuration not stated),-4,-2,3,-6,-1,0.1,-6,-1,-2,-2
CCC1Oc2ccccc2N(CC(=O)NCCCN2CCCC2)C1=O (configuration not stated),-4,4,0,0,-2,1.1,-1,-2,6,5
Cc1cc(C)cc(-c2nnc(SCC(=O)N3CCN(C(=O)c4ccco4)CC3)o2)c1,9,0,1,2,11,-0.3,-12,1,3,-1
COC(=O)[C@]12C[C@H](CC(=O)N3CCN(C(=O)c4ccco4)CC3)C(=O)N(Cc3cccc4ccccc34)C1=C[C@H](C(C)(C)C)O[C@@H]2C,-2,-2,-3,6,1,0.6,.,0,.,2
CCc1ccc(CN2CC(C(=O)O)CC2=O)cc1 (configuration not stated),7,-3,0,1,-5,0.1,-3,5,3,2
COc1ccc(-c2c3c(=O)n(C)c(=O)n(C)c3cn2-c2ccc(O)cc2)cc1,-1,1,-175,0,4,1.0,-7,-124,-3,-21
Cc1cccc(NS(=O)(=O)c2ccc(C)c(C(=O)NCC(c3cccs3)N(C)C)c2)c1 (configuration not stated),1,5,-13,1,3,-0.3,15,5,15,-4
